Compound activity from PubChem BioAssay.
OXTR agonist: human OXTR agonism; CHO-OTR cells, Fluo-8 calcium fluorescence; normalized: DMSO 0%, oxytocin 100%; 0.32% of 320,000 active; AID 2435; P30559; activation, % at 3 µM;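 active means activation above the mean of all tested compounds plus 3 SD, cutoff set per screening run, cut at about 20% in these data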;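 further: peak over basal fluorescence ratio from a 100 s FLIPR kinetic read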
M1 ag: activates human CHRM1 receptor | P11229 | CHO-K1 hM1, Fluo-8 calcium fluorescence, agonist mode; 0% DMSO, 100% acetylcholine EC100 | activation, % at 3 µM | 0.33% of 360,000 active | AID 588814;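 active means activation above the run's mean compound activation plus 3 SD, cut at about 16% in these data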;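 further: peak over basal fluorescence ratio within a 140 s kinetic read after compound addition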
Target sequence (P11229 whole entry, looked up): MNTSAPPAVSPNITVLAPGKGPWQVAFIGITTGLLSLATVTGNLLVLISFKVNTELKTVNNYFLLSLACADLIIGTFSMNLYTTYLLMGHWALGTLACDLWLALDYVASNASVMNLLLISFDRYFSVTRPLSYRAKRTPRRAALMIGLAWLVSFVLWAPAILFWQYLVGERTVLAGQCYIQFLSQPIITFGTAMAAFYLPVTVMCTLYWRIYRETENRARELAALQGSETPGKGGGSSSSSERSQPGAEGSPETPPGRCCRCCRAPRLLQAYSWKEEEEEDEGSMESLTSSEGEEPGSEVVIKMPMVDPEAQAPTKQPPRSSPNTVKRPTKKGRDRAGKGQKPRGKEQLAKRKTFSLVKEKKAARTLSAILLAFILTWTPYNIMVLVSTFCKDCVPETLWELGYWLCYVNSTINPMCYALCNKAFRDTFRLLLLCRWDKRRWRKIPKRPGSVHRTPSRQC
OXTR potentiator: potentiators of human oxytocin receptor; CHO-OTR cells, Fluo-8 calcium fluorescence, potentiator mode; 0% = oxytocin EC15, 100% = EC100; activation, % at 3 µM; 0.061% of 320,000 active; P30559;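 active means activation above that plate's cutoff, the mean activation of tested compounds plus 3 SD, cut at about 6.6% in these data, passing the limit was not always enough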;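 further: 100% uses oxytocin at 75 nM as the full agonist control; some results filed as inactive read as strong as hits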
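Material: CHO-OTR cells, human receptor; compound dosing: single dose, 3.0 µM nominal final compound concentration; schedule: 6 min compound pre-incubation at room temperature, 100 s kinetic read; measured by: kinetic Fluo-8 calcium fluorescence; read-out basis: % activation vs EC15 and EC100 oxytocin; controls: EC15 oxytocin alone as 0%, 75 nM oxytocin as 100%; replicates: singlicate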
CHRM1 antagonist: antagonists of human M1 muscarinic receptor. P11229. CHO-K1 hM1, Fluo-8 calcium fluorescence, ACh EC80 antagonist. inhibition, % at 3 µM. 1.3% of 360,000 active;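 active means percent inhibition above its own plate's cutoff, namely the mean of that plate's compound wells plus 3 SD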;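 further: peak over basal fluorescence ratio during 140 s after agonist addition; 0% = ACh EC80 plus DMSO and 100% = DMSO alone without agonist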
CHO parental Ca: counter-screen for OX1R antagonists: effect in parental CHO cells; parental CHO-K1, ATP-induced calcium, Fluo-8 fluorescence; 0.63% of 330,000 active; AID 463079; inhibition, % at 5.6 µM;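 active means inhibition above that plate's mean sample inhibition plus 3 SD, cut at about 26% in these data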;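 further: 0% = ATP-challenged DMSO wells and 100% = DMSO wells without ATP; some compounds past the cut are filed as inactive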
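Material – parental CHO cells · Reagent – ATP stimulus · Compound – single nominal dose of 5.6 µM per compound · Detection – Fluo-8 fluorescence · Read-out basis – percent inhibition of calcium signal · Controls – ATP-challenged DMSO wells low, unchallenged DMSO wells high · Repeats – no replicates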
TAAR1 antagonist: antagonists of human TAAR1; 1.5% of 360,000 active; AID 624466; inhibition, % at 3 µM; CHO RD-HGA16 TAAR1, Fluo-8 calcium fluorescence, antagonist;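 active means inhibition above a per-plate cutoff, the mean inhibition of test compounds on that plate plus 3 SD, cut at about 49% in these data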;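 further: 0% = DMSO plus EC80 beta-PEA response and 100% = DMSO alone without agonist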
Target sequence (Q96RJ0 whole entry, looked up): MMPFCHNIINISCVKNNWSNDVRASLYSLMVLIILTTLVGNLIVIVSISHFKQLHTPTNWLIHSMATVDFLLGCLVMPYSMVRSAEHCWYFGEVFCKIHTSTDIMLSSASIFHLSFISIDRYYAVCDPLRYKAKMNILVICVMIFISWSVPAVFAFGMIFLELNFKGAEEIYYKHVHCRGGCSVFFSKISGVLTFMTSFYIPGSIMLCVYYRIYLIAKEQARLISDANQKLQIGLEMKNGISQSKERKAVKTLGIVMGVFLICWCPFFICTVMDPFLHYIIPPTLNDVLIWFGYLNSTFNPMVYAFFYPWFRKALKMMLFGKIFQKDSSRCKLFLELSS
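Test system: hTAAR1-expressing CHO RD-HGA16 cells, Gα16-coupled; Probe or stimulus: EC80 β-phenethylamine stimulus; Compound dosing: single nominal final test compound concentration of 3 µM; Timing: 140 s kinetic read after compound, 140 s after agonist; Signal: Fluo-8 calcium-sensitive fluorescence; Measure: % inhibition of agonist calcium response; Controls: DMSO and EC80 PEA controls.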
V1aR counter: counter-screen for oxytocin receptor agonists: human V1a receptor agonists. activation, % at 3 µM. 0.25% of 320,000 active. AID 2797. CHO-V1R cells, Fluo-8 calcium fluorescence, agonist mode; 0% DMSO, 100% 3 nM vasopressin;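 active means activation above the mean activation of all tested compounds plus 3 SD, per screening run, cut at about 20% in these data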;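 further: signal is peak over basal fluorescence ratio across a 100 second FLIPR read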
TAAR1 agonist: agonists of human TAAR1. CHO RD-HGA16 TAAR1, Fluo-8 calcium fluorescence; vehicle wells 0%, saturating PEA agonist 100%. activation, % at 3 µM. 0.99% of 360,000 active. AID 624467;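 active means activation above the mean activation of all test compounds in the run plus 3 SD, cut at about 38% in these data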
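Assay system: CHO-derived RD-HGA16 cells with stable Gα16 and human TAAR1; timing: 17-24 h seeding, 75 min 37 °C dye, 30 min RT; read-out: % activation from peak over basal fluorescence ratio, DMSO-to-PEA scaled; measured by: kinetic Fluo-8 calcium fluorescence; benchmarks: low control DMSO, high control PEA (EC100); doses: 3 µM single concentration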
M1 PAM: potentiates human M1 receptor response to acetylcholine | CHO-K1 hM1, Fluo-8 calcium fluorescence, ACh EC20; 0% = ACh EC20, 100% = maximal ACh | activation, % at 3 µM | 0.088% of 360,000 active | AID 588819; in the data active means activation above about 19%, passing the limit was not always enough
* hit, by the source's call; nt = no result given.

Every second line gives: CHO parental Ca	V1aR counter	TAAR1 agonist	OXTR agonist	TAAR1 antagonist	OXTR potentiator	M1 ag	CHRM1 antagonist	M1 PAM
> Cc1ccc(Oc2nsnc2N2CCOCC2)cc1
    2	-1.4	1	-2.3	9	-3	-7	-11	7
> Cc1cccc(C(O)c2ncc(-c3ccc(Cl)cc3)[nH]2)c1C (stereo not drawn)
    nt	nt	4	nt	-12	nt	-3	1	-2
> Cc1nc(=O)c(-c2ccccc2)c(C)n1CCCO
    8	-0.1	2	-0.7	-8	-3	1	9	0
> Cc1cc2ccccc2c(=O)n1CC(=O)NCCC1=CCCCC1
    0	-0.7	1	-0.2	-13	2	-5	-1	1
> CCc1ccc(N(CC(=O)Nc2sc3c(c2C(=O)OC)CCCC3)S(C)(=O)=O)cc1
    -7	0.0	0	-0.3	6	0	-3	-8	9
> Cc1cc(C)cc(OCC(=O)OCC(=O)NC2CC2)c1
    1	0.3	0	1.6	-6	2	0	4	-2
> CCN(C(=O)c1cccc(F)c1)c1ccccc1C
    -21	-1.4	13	-1.4	-11	-4	-4	-6	7
> COC(=O)C1CC(=O)N(CCc2c[nH]c3ccccc23)C1 (stereo not drawn)
    -3	0.8	8	0.3	-3	-4	0	-12	-2
> O=C(CN1C(=O)NC2(CCCCC2)C1=O)Nc1ccccc1Cl
    -8	0.4	1	-0.1	13	0	-3	-7	4
> CCCCOC(=O)Nc1ccc(C(C)C)cc1
    2	-1.8	20	-1.7	6	-10	-7	2	-3
> COc1cc(OC)cc(C(=O)Nc2nc3ccccc3[nH]2)c1
    -17	0.7	8	0.0	15	3	-4	-11	2
> N#Cc1ccccc1OCC(=O)Nc1nc(-c2ccccn2)cs1
    nt	nt	4	nt	-10	nt	-2	-6	-2
> O=C(c1ccncc1)N1CCN(c2ccc3ccccc3n2)CC1
    -11	5.1	2	6.2	-4	-7	-5	-3	6
> Clc1ccc(-c2nc3ncccn3c2Nc2ccc3c(c2)OCCO3)cc1
    -3	-0.4	1	-0.3	2	-7	-2	-13	9
> CC(Sc1nc(-c2ccccc2)nc2c1COC(C)(C)C2)C(=O)N1CCOCC1 (stereo not drawn)
    -18	-0.7	3	-2.3	3	-8	-5	3	4
> [O-]/C(=C(\C(=S)NCCN1CCOCC1)[n+]1ccccc1)c1ccc(Cl)s1
    5	0.1	0	0.0	-1	-8	-5	-18	9
> CN(CC(=O)Nc1cccc(S(=O)(=O)N2CCCC2)c1)CC(=O)Nc1ccc(F)c(F)c1F
    nt	nt	3	nt	-16	nt	-5	0	9
> O=C(O)CN1C(=O)C2C3CC(C2C1=O)C1C(c2ccccc2)c2sc(=O)[nH]c2SC31 (stereo not drawn)
    -11	-0.1	1	1.7	-12	-6	-5	0	5
> O=C(O)c1ccc(O)c(O)c1
    -9	-0.2	0	-0.5	-16	-3	-1	-13	8
> c1ccc(SCc2nc(-c3cccnc3)no2)cc1
    -11	2.5	8	1.0	-1	-10	-4	16	-3
> O=C1Nc2ccc([N+](=O)[O-])cc2OC1CCN1CCN(c2ccccc2)CC1 (stereo not drawn)
    -10	0.7	6	0.9	-1	-10	-3	4	-2
> CC1=CC(C)(C)N2C(=O)C3(NCCc4c3[nH]c3ccccc43)c3cc(C)cc1c32 (stereo not drawn)
    4	0.3	2	0.0	-15	1	-3	-3	4
> Cc1cc(CNC(=O)COC(=O)c2ccc(Cl)c(N)c2)cc(C)c1O
    -7	6.8	4	2.2	0	-10	1	-14	13
> CCCCn1c(SCC(=O)NC2CCS(=O)(=O)C2)nc2ccccc2c1=O (stereo not drawn)
    -5	-0.4	-1	-0.5	-20	-3	-4	-13	7
> Cc1cccc(C(=O)N[C@H](C(=O)NCc2cccs2)C(C)C)c1
    -13	0.4	5	0.1	-9	-5	-8	0	2
> N#CC(C#N)=c1ccc2c(c1)N1C(c3ccccc3)=CC(c3ccccc3)C3CCCCC31N=2 (stereo not drawn)
    -10	1.3	3	1.1	-2	-1	1	-22	3
> COc1cccc(NC(=O)CNC(=O)N2CC(=O)Nc3ccccc32)c1
    -6	1.0	1	1.2	-12	-2	-1	15	-5
> CCOC(=O)c1c(C)[nH]c(C(=O)N2CCN(CC)CC2)c1C
    6	0.0	-4	1.2	0	3	5	-3	18
> CC(OC(=O)c1cc(=O)c2ccccc2o1)C(=O)Nc1ccc(N(C)C)cc1 (stereo not drawn)
    9	1.0	5	0.5	10	-6	-3	14	-2
> CC(C)C(NC(=O)c1ccc(Cl)cc1Cl)C(=O)NCCc1ccccn1 (stereo not drawn)
    nt	nt	-1	nt	-2	nt	-2	-4	9

At a glance, some entries already given:
Every second line gives: CHO parental Ca	V1aR counter	TAAR1 agonist	OXTR agonist	TAAR1 antagonist	OXTR potentiator	M1 ag	CHRM1 antagonist	M1 PAM
> CC(OC(=O)c1cc(=O)c2ccccc2o1)C(=O)Nc1ccc(N(C)C)cc1 (stereo not drawn)
    9	1.0	5	0.5	10	-6	-3	14	-2
> CC(C)C(NC(=O)c1ccc(Cl)cc1Cl)C(=O)NCCc1ccccn1 (stereo not drawn)
    nt	nt	-1	nt	-2	nt	-2	-4	9

Shown bar-delimited: part of the list above.
molecule | CHO parental Ca | V1aR counter | TAAR1 agonist | OXTR agonist | TAAR1 antagonist | OXTR potentiator | M1 ag | CHRM1 antagonist | M1 PAM
CC(Sc1nc(-c2ccccc2)nc2c1COC(C)(C)C2)C(=O)N1CCOCC1 (stereo not drawn) | -18 | -0.7 | 3 | -2.3 | 3 | -8 | -5 | 3 | 4
[O-]/C(=C(\C(=S)NCCN1CCOCC1)[n+]1ccccc1)c1ccc(Cl)s1 | 5 | 0.1 | 0 | 0.0 | -1 | -8 | -5 | -18 | 9
CN(CC(=O)Nc1cccc(S(=O)(=O)N2CCCC2)c1)CC(=O)Nc1ccc(F)c(F)c1F | nt | nt | 3 | nt | -16 | nt | -5 | 0 | 9

Complete entries as entered above:
COC(=O)C1CC(=O)N(CCc2c[nH]c3ccccc23)C1 (stereo not drawn) reads CHO parental Ca = -3; V1aR counter = 0.8; TAAR1 agonist = 8; OXTR agonist = 0.3; TAAR1 antagonist = -3; OXTR potentiator = -4; M1 ag = 0; CHRM1 antagonist = -12; M1 PAM = -2
CC1=CC(C)(C)N2C(=O)C3(NCCc4c3[nH]c3ccccc43)c3cc(C)cc1c32 (stereo not drawn) reads CHO parental Ca = 4; V1aR counter = 0.3; TAAR1 agonist = 2; OXTR agonist = 0.0; TAAR1 antagonist = -15; OXTR potentiator = 1; M1 ag = -3; CHRM1 antagonist = -3; M1 PAM = 4

(cont.)
Every second line gives: CHO parental Ca	V1aR counter	TAAR1 agonist	OXTR agonist	TAAR1 antagonist	OXTR potentiator	M1 ag	CHRM1 antagonist	M1 PAM
> Cc1cc(C)n2nc(-c3cnn(C)c3C(F)(F)F)c(Cl)c2n1
    -2	0.2	-2	-2.4	5	-8	-7	-9	8
> CCCNC(=O)C1(C)CCN(C(=O)C(c2ccccc2)c2ccccc2)C1 (stereo not drawn)
    nt	nt	0	nt	-3	nt	-4	-8	5
> O=C(O)c1ccc(-c2ccc(/C=C3\NC(=O)N(Cc4ccc(Cl)cc4)C3=O)o2)cc1
    nt	nt	0	nt	-25	nt	-1	-22	13
> CCCCOC(=O)C1CN(c2ccccc2)N=C1C(C)=O (stereo not drawn)
    -19	-0.7	7	-2.6	14	-1	-14	-6	7
> COc1cccc(NC(=O)c2cc(-c3ccc(C)o3)nc3ccccc23)c1
    -9	1.1	7	-0.2	55*	-12	-2	6	1
> Cn1c(=O)[nH]c(=O)c2c1nc(CN1CCOCC1)n2CCc1ccccc1
    -4	0.5	5	0.9	-7	0	-3	4	1
> O=C(CN1CCOCC1)Nc1cccc(Br)c1
    -7	0.3	12	0.3	18	-6	-6	-3	6
> COCCn1nnnc1C(C(C)C)N1CCSCC1 (stereo not drawn)
    -7	-0.1	0	0.2	14	-2	-3	-6	6
> O=C(NCc1ccc(F)cc1)C1CCCN1C(=O)Nc1cccc(F)c1 (stereo not drawn)
    -10	0.2	0	-0.8	3	2	3	-11	12
> C=CCSc1nc2ccccc2c(=O)n1C1CCOC(C)(C)C1 (stereo not drawn)
    -6	4.0	16	-1.8	-58	-16	-3	-4	4
> CCC(C)c1ccccc1NC(=O)Cc1coc2cc3c(cc12)CCC3 (stereo not drawn)
    -31	0.4	12	-1.3	24	-12	-7	0	-3
> Cc1c(C)n(C(=O)CN2CCC(C)CC2)c2ccccc12
    -27	-1.6	13	-2.8	-21	2	-5	-27	9
> Cc1cc(C)nc(Nc2n[nH]c(-c3ccccc3N)n2)n1
    -13	0.2	0	-0.1	-3	-4	-3	-8	5
> COc1ccc(C2C3=C(CC(C)(C)CC3=O)Oc3ncn(Cc4ccco4)c(=N)c32)cc1 (stereo not drawn)
    -18	-1.2	12	-1.8	-5	-4	-6	0	10
> CC(C)C(=O)N1CCN(S(=O)(=O)c2ccc3ccccc3c2)CC1
    -29	7.3	5	4.6	-3	-4	1	-10	4
> CC(C)(C)c1ccc(S(=O)(=O)N2CCC(CO)(CC3CCCCO3)CC2)cc1 (stereo not drawn)
    11	5.9	4	2.7	22	-9	-4	-6	1
> Cn1c(N2CCOCC2)c(/C=N/OC(=O)c2cccnc2Cl)c2ccccc21
    nt	nt	5	nt	-14	nt	-3	-11	1
> Cc1cccc(C(C(=O)NC2CCCC2)N(C(=O)c2csnn2)C2CC2)c1 (stereo not drawn)
    -12	1.7	2	-0.4	13	-8	-1	-11	11
> CSc1ccc(CN(C)C(=O)C(c2ccccc2)c2ccccc2)cc1
    -31	-1.4	0	-1.4	7	-14	-7	20	-6
> CCS(=O)(=O)N1Cc2ccccc2CC1C(=O)Nc1nc(C)cs1 (stereo not drawn)
    -19	2.4	3	-0.3	-8	0	-1	-9	6
> COc1ccc(-c2nc3cc(C)c(Br)c(C)n3c2Cc2ccc(C)cc2)cc1OC
    nt	nt	-1	nt	-32	nt	-3	3	-2
> Cc1noc(NS(=O)(=O)c2ccc(NS(=O)(=O)c3ccc(Cl)cc3)cc2)c1C
    -6	0.5	4	1.5	-11	-5	-2	-10	5
> O=C(NCC1COCCO1)c1cc(COc2ccc(F)cc2F)on1 (stereo not drawn)
    -13	0.4	nt	0.1	nt	-3	-2	2	6
> N#CC1(c2ccc(NC(=O)c3ccccc3F)cc2)CCCC1
    -8	1.2	0	-1.5	3	-10	-5	-2	2
> CCCCn1c(CNC(=O)C23CC4CC(CC(C4)C2)C3)nnc1SC(C)CC (stereo not drawn)
    -20	-0.7	6	-2.2	-13	-4	-5	-6	7
